# KCNQ1 block: human KCNQ1 channel inhibition; P51787; CHO-K1 KCNQ1, FluxOR thallium flux fluorescence; stronger effect = higher value; B-score at 10 µM; 310,000 compounds, 1.3% hits; AID 2642;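 active means compounds whose thallium flux B-score, printed positive for inhibition, exceeds three library SD while starting fluorescence stays within three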;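 further: channel opened by potassium depolarization with thallium stimulus after 20 min compound exposure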
# HDAC3 inhib: inhibitors of human histone deacetylase 3. recombinant HDAC3, fluorogenic peptide/trypsin coupled, fluorescence. 320,000 compounds, 0.15% hits. inhibition, % at 8.3 µM. AID 2718; in the data active means inhibition above about 26%, passing the limit was not always enough
# GSK3 alpha inh: blocks human GSK-3 alpha kinase. ADP-Glo luminescence, 60 min. inhibition, % at 10 µM. 320,000 compounds, 0.1% hits;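 in the data active means inhibition above about 50%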;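 further: GST-tagged GSK-3 alpha with peptide substrate and 25 µM ATP; 0% = DMSO neutral wells and 100% = GW8510 positive control wells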
# PolyA inh: yeast polyadenylation inhibition. S. cerevisiae SKY197-pL101 polyadenylation reporter, beta-gal luminescence; efflux-impaired pdr1/pdr3 knockout yeast; score 100 = 6 SD above DMSO. 300,000 compounds, 0.02% hits. calls only at 12 µM. AID 1875;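 active means lowest replicate activity score at least 50, where 100 means six control SD above control mean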;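 further: yeast exposed to compound for 9 h at 30 °C; higher score means more reporter readthrough which indicates perturbed polyadenylation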
# GSK3beta inhib: inhibitors of human GSK3beta kinase. P49841. GST-GSK3beta kinase, ADP-Glo luminescence, 60 min; stronger effect = lower value. activity score (negative = inhibition), % at 10 µM. 300,000 compounds, 0.038% hits. AID 2097;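 active means more than half of replicate wells score below -50%, meaning over 50% inhibition versus plate controls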;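 further: 0% = median DMSO wells and -100% = median GW8510 positive control wells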
#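 Assay system: GST-fused GSK3beta enzyme, cell-free / Medium: Tris pH 7.5 buffer with MgCl2, DTT, BSA, heparin / Also added: peptide substrate plus 25 µM ATP (final) / Compound: 10 µM single point / Timing: kinase reaction with compound 60 min at room temperature / Detection: ADP-Glo luminescence / Benchmarks: DMSO neutral wells and GW8510 at 20 µM as positive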
# hERG protect: compounds protecting human hERG from proarrhythmic drug block. Q12809. CHO-hERG, FluxOR thallium flux, dofetilide IC70 present. activation (rescue from dofetilide block), less the hit threshold, % at 10 µM. 310,000 compounds, 0.51% hits;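 active means activation above the mean of controls blocked by dofetilide plus 5 SD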;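 further: thallium influx through hERG after potassium depolarization seen as dye fluorescence rise; in these data hits start at about 4.7%; inactives centre near -7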
# Target sequence (Q12809 whole entry, looked up): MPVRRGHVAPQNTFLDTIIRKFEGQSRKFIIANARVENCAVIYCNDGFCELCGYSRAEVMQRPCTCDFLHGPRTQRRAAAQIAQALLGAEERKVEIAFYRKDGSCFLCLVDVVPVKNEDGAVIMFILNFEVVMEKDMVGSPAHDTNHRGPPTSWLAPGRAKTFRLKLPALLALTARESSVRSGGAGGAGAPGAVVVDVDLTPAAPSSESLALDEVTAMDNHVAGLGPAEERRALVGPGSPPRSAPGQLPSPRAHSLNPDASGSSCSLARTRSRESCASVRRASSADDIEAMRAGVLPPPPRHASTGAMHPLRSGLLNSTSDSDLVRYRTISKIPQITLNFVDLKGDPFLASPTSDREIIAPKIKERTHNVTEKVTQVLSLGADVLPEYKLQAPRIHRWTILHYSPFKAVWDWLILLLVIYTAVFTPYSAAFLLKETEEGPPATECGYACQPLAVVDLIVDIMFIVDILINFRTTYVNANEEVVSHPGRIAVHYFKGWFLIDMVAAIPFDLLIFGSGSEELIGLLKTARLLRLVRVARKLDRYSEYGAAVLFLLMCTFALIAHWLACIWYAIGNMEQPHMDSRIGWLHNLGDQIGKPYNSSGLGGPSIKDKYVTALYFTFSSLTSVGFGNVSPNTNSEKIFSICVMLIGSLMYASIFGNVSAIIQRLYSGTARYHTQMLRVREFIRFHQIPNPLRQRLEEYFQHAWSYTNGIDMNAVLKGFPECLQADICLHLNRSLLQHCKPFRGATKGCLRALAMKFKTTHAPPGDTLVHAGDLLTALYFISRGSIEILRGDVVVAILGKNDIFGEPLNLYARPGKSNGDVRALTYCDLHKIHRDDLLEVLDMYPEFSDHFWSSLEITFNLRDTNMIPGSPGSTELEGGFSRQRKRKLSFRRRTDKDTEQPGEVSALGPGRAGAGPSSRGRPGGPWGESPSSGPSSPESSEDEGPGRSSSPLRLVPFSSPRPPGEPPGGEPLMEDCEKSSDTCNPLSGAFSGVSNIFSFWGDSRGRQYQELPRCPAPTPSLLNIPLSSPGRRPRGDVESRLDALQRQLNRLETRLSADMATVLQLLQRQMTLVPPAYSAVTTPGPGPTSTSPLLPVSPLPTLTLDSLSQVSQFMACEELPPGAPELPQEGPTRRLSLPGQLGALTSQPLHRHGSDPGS
# KCNK3 block: human KCNK3 channel inhibition, primary screen; B-score at 10 µM; O14649; 340,000 compounds, 0.84% hits; CHO-KCNK3 thallium flux, FluxOR fluorescence; stronger effect = lower value;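 active means B-score under library mean minus 4 SD, starting fluorescence ratio at most library mean plus 5 SD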;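 further: more negative B-score means stronger inhibition of thallium flux through KCNK3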
# Dyrk1A ADPGlo: Dyrk1A (rat) kinase inhibition; ADP-Glo luminescence, NFATc1 peptide; inhibition, % at 12.5 µM; 310,000 compounds, 0.43% hits; AID 504441; in the data active means inhibition above about 50%;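 further: plate controls were vehicle with enzyme for no effect and no enzyme for full effect; many of its hits are not listed in these tables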
# KCNQ1 pot: human KCNQ1 channel potentiation or activation | P51787 | CHO-K1 KCNQ1, thallium flux FluxOR fluorescence; stronger effect = higher value | B-score at 10 µM | 310,000 compounds, 0.35% hits;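 active means fluorescence ratio B-score, a plate-corrected score, at least three library SD, with initial intensity B-score within 5 SD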
#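 Doses: Single concentration per compound, DMSO matched to controls | Test system: KCNQ1-transfected CHO-K1 cells | Timing: 90 min dye loading and 20 min compound exposure, both at room temperature | Measured by: Kinetic FluxOR thallium fluorescence, 10-s 1-Hz baseline, 110-s post-stimulus read | Medium: Assay buffer with matched DMSO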
# RGS4 pot: RGS4 potentiation or activation; B-score at 10 µM; AID 463111; 310,000 compounds, 0.92% hits; HEK293 M3R/inducible RGS4, carbachol calcium flux Fluo4; stronger effect = lower value;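 active means B-score of the integrated calcium signal more than 4 SD below the library mean, with starting fluorescence not abnormally high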;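 further: negative B-score means reduced calcium response which marks RGS4 activation or potentiation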
#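 Reagent: ECmax carbachol challenge; Test system: M3R-expressing HEK293 line, RGS4 induced by doxycycline; Schedule: overnight RGS4 induction, 30 min dye load 37 °C, 20 min compound RT; Detection: calcium dye Fluo4 fluorescence; Read-out: Agonist-evoked peak-minus-minimum fluorescence over baseline, integrated ratio, B score.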
# KCNK9 block: human KCNK9 channel inhibition; Q9NPC2; HEK293 KCNK9, FluxOR thallium flux fluorescence; stronger effect = lower value; B-score at 10 µM; 310,000 compounds, 1.2% hits; AID 488922;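 active means ratio B-score over 3 SD below the library mean, with starting fluorescence within 5 SD of its mean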;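 further: negative B-score means less thallium flux so channel inhibition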
# Active calls of the source: *; i = inactive; / = not tested or not shown. Not all compounds are listed; the hit share may differ from the screen's.
canonical_smiles,GSK3 alpha inh,Dyrk1A ADPGlo,hERG protect,KCNQ1 pot,GSK3beta inhib,PolyA inh,RGS4 pot,KCNK9 block,KCNQ1 block,KCNK3 block,HDAC3 inhib
COCC(C)NC(=O)c1oc2c(c1C)C1(CCC2)SCCS1 (centres undefined),-2,-9,-5,i,-1,i,i,i,i,i,-9
CC(C)Sc1ccc(C(=O)Nc2ccc(F)cc2F)cn1,-1,1,-7,i,-2,i,i,i,i,i,-1
O/N=C1/CCc2cccc3cccc1c23,-1,9,-5,i,1,i,i,i,i,i,1
Cc1ccc(OCCSCc2nnc(NC(=O)Nc3cccc(Cl)c3)s2)cc1,0,-8,-7,i,-2,i,i,i,i,i,1
CC1CCN(C(=O)COC(=O)c2cc(Cl)cc(Cl)c2N)CC1,-1,2,-11,i,3,i,i,i,i,i,-5
C/C(=N\NS(=O)(=O)c1ccc(Cl)cc1)c1ccc(O)cc1,-5,6,-2,i,-7,i,i,i,i,i,2
O=C(NNC(=O)c1ccc2[nH]c(=O)c(=O)[nH]c2c1)c1cccc(Br)c1,2,0,-5,i,0,i,i,i,i,i,0
CCOc1ccc2nc(NC(=O)c3cnccn3)sc2c1,1,-7,-6,i,2,i,i,i,i,i,-11
COc1ccc(CCNC(=O)c2ccc(NS(=O)(=O)c3ccc4[nH]c(=O)[nH]c4c3)cc2)cc1,0,-4,-11,i,-4,i,i,i,i,i,10
Cc1cccc(-c2nc(CS(=O)CC(=O)N3CCCCC3)c(C)o2)c1 (centres undefined),-2,-1,-8,i,1,i,i,i,i,i,0
COc1ccc(N2C(=O)CCC2(C(N)=O)c2ccccc2)cc1 (centres undefined),-2,-2,-15,i,1,i,i,i,i,i,-5
CCN(CC)c1cccc(OC2=NS(=O)(=O)c3ccccc32)c1,-3,-3,-4,i,0,i,i,i,i,i,-2
Cc1ccc(CCNC(=O)CCS(=O)(=O)c2ccc3nc(C)sc3c2)cc1,-5,-12,-2,i,3,i,i,i,i,i,7
O=C(NCc1cccs1)C1CC(c2ccc(F)cc2)=NO1 (centres undefined),1,-5,-2,i,-1,i,i,i,i,i,0
C=CCc1c(Cl)nc(C)nc1NCc1ccccc1,-1,9,-5,i,-4,i,i,i,i,i,8
CC(/C=C/c1ccco1)=N/NC(=O)OC(C)(C)C,-1,-6,-4,i,-2,/,i,i,i,i,-1
CC(=O)c1cccc(OCC(O)CNCC2CCCCC2)c1 (centres undefined),-1,3,-4,i,0,i,i,i,i,i,3
N#Cc1ccc(C23CC4(C2)[C@H](CN(Cc2ccc(-c5ccccc5)cc2)[C@@H]4c2ccccc2)C3c2ccccc2)cc1 (some centres undefined),-1,6,-12,i,4,i,i,i,i,i,1
COc1ccc(S(=O)(=O)Nc2ccccc2-c2nnn(CC(=O)Nc3ccccc3OC)n2)cc1,-2,-3,-13,i,0,i,i,i,i,i,-2
CCOCCCNC(=S)N1CCN(c2nc(-c3ccc(F)cc3)cs2)CC1,0,-3,-8,i,1,i,i,i,i,i,12

# Complete entries from above. Order of screens: GSK3 alpha inh	Dyrk1A ADPGlo	hERG protect	KCNQ1 pot	GSK3beta inhib	PolyA inh	RGS4 pot	KCNK9 block	KCNQ1 block	KCNK3 block	HDAC3 inhib
# `CC(C)Sc1ccc(C(=O)Nc2ccc(F)cc2F)cn1` as listed: -1	1	-7	i	-2	i	i	i	i	i	-1
# `Cc1ccc(CCNC(=O)CCS(=O)(=O)c2ccc3nc(C)sc3c2)cc1` as listed: -5	-12	-2	i	3	i	i	i	i	i	7

# Other structures
canonical_smiles,GSK3 alpha inh,Dyrk1A ADPGlo,hERG protect,KCNQ1 pot,GSK3beta inhib,PolyA inh,RGS4 pot,KCNK9 block,KCNQ1 block,KCNK3 block,HDAC3 inhib
CC(C)c1ccc(-n2cccc2/C=C2/C(=N)N3C=CSC3=NC2=O)cc1,0,0,-3,i,-2,i,i,i,i,i,-1
Cc1ccc(-c2noc(CN3CCN(C(c4ccccc4)c4ccccc4)CC3)n2)cc1,3,1,-12,i,3,i,i,i,i,i,1
CC(=O)Nc1ccc(S(=O)(=O)NCC2CCC(C(=O)N3CCCCCC3)CC2)cc1 (centres undefined),-1,5,-3,i,3,i,i,i,i,i,1
CC(C)C(OC(=O)c1cccs1)C(=O)NCCc1ccccc1 (centres undefined),-2,-4,-3,i,2,i,i,i,i,i,9
COc1cccc(NC(=O)NC2CC(=O)N(c3ccc4c(c3)OCCO4)C2)c1 (centres undefined),-2,0,-15,i,-4,i,i,i,i,i,-6
O=C(O)C1C2C=CC(O2)C1C(=O)NC1CCCc2ccccc21 (centres undefined),1,7,-3,i,1,i,i,i,i,i,-3
O=C(CSc1nnc(-c2ccco2)o1)c1ccccc1Cl,2,10,-13,i,-3,i,i,i,i,i,2
CCOc1ccc(N(CC(=O)NCCc2ccccc2)C(=O)c2csnn2)cc1,3,1,-6,i,0,i,i,i,i,i,-1
N#CC12C(N)=NC3(OCCO3)C1(C#N)C1=C(CCC1)NC2c1ccccc1 (centres undefined),5,4,-4,i,6,i,i,i,i,i,-8
CCSc1nnc2ccc(-c3ccco3)nn12,/,-6,-10,i,-2,i,i,i,i,i,0
C[n+]1ccn(CC(=O)c2cccs2)c1,-3,12,-6,i,0,i,i,i,i,i,-7
COC(=O)/C=C/c1cc(F)ccc1S(=O)(=O)NC(C)(C)C,7,/,-2,i,1,i,i,i,i,i,-11
CCN(CC)CCNC(=S)Nc1ccc2nc(N3CCN(CC)CC3)cc(C)c2c1,0,2,-5,i,0,i,i,i,i,i,5
COC(=O)Nc1nnc(-c2ccccc2OC)s1,-1,/,-13,i,0,i,i,i,i,i,-6
Cc1ccc(-c2csc3nc(SCC(=O)N(C)C)n(Cc4ccccc4)c(=O)c23)cc1,1,-5,-14,i,1,i,i,-9.5*,i,i,12
CN(Cc1cc2ccccc2[nH]c1=O)S(C)(=O)=O,-3,17,-14,i,0,i,i,i,i,i,-10
CCN1CCN(S(=O)(=O)c2cc(C)c(OC)cc2C)CC1,2,0,-17,i,-2,i,i,i,i,i,1
CCOC(=O)C1(Cc2cccc(OC)c2)CCN(Cc2cccc3cnccc23)CC1,-2,9,-8,i,-2,i,i,i,i,i,10
Cc1[nH]n(-c2ccccc2)c(=O)c1C=NC1CCCCCC1,-2,1,-5,i,0,i,i,i,i,i,2
O=C(CN1CCN(c2ccccn2)CC1)Nc1ccc2ccccc2c1,-4,0,-8,i,5,i,i,i,i,i,1

# (further entries)
canonical_smiles,GSK3 alpha inh,Dyrk1A ADPGlo,hERG protect,KCNQ1 pot,GSK3beta inhib,PolyA inh,RGS4 pot,KCNK9 block,KCNQ1 block,KCNK3 block,HDAC3 inhib
CC(C)NC(=O)c1ccc2c(=O)n(CC3CCCO3)c(=S)[nH]c2c1 (centres undefined),-4,-1,-6,i,-1,i,i,i,i,i,-5
COc1cccc(CN(C)C(=O)CC23CC4CC(CC(C4)C2)C3)c1OC,1,-1,-13,i,1,i,i,i,i,i,1
COC(=O)CNC(=O)C1CCN(S(=O)(=O)c2cccc3nsnc23)CC1,0,-2,-4,i,-4,i,i,i,i,i,1
CC(=O)Nc1ccc(N2CCOCC2)c(C(=O)Nc2cccc(C)c2)c1,6,2,-10,i,5,i,i,i,i,i,-1
O=C(CNC(=O)c1ccc(Br)o1)Nc1cccc(S(=O)(=O)N2CCCC2)c1,-1,16,-2,i,/,i,i,i,i,i,-4
O=C1c2ccccc2C(=O)C12OC(c1ccccc1)C1(C(=O)c3ccccc3C1=O)C2c1cccc([N+](=O)[O-])c1 (centres undefined),/,/,-10,i,1,i,i,i,i,/,/
O=C1N2CCSC2=NC1(Nc1ccccn1)C(F)(F)F (centres undefined),0,2,-5,i,-3,i,i,i,i,i,-7
CC(C)CC(=O)Nc1ncnc2c1C(=O)CC(C)(C)C2,-9,3,-6,i,-2,i,i,i,i,i,2
NC1=NC(c2cn(-c3ccccc3)nc2-c2cccs2)n2c(nc3ccccc32)N1 (centres undefined),/,3,-7,i,-1,i,i,i,i,i,7
O=C(Nc1cccc(Cl)c1)OCc1cncs1,-3,5,-8,i,2,i,i,i,i,i,-4
O=C(Cn1cnc2ccccc21)NCCCN1CCOCC1,1,2,-10,i,-1,i,i,i,i,i,3
NNC(=O)c1nc[nH]c1C(=O)Nc1ccccc1,4,0,-4,i,-1,i,i,i,i,i,0
CCN(CC)c1ccc(C(=O)N/N=C(\C)c2cccnc2)cc1,0,1,-11,i,2,i,i,i,i,i,5
CC(C)(C)OC(=O)N1CCC2(CC1)Oc1ccc(Cl)cc1C(=O)C21CC(c2ccc(Cl)cc2)=NO1 (centres undefined),-1,7,4,i,0,i,i,i,i,i,-4
COc1cc(OC)nc(Oc2ccc(N)c(C)c2)n1,0,-4,-12,i,-1,i,i,i,i,i,0
CCCNS(=O)(=O)c1ccc(OCC(=O)Nc2ccc3c(c2)OCCO3)cc1,-2,/,0,i,-1,i,i,i,i,i,10
O=C(CCc1nnc(-c2ccc(-c3ccccc3)cc2)o1)NCCc1ccccn1,-1,-4,-7,i,2,i,i,i,i,i,-9
CCC(CC)NC(=O)COn1nnc2ccc(S(=O)(=O)N3CCOCC3)cc21,-2,-3,-14,i,2,/,i,i,i,i,-3
CCn1cc(C(=O)N2CCn3c(nc4ccccc43)C2)c(=O)c2ccc(C)nc21,-6,2,-13,i,0,/,i,i,i,i,-3
NC(=O)[C@@H]1CC2(CC(c3cccc(NC(=O)[C@@H]4CCC(=O)N4)c3)=NO2)CN1C(=O)Cc1ccc([N+](=O)[O-])cc1 (some centres undefined),0,/,-8,i,-2,i,i,i,i,i,2
COc1ccc(C)cc1S(=O)(=O)Nc1ccc2c(c1)OCO2,2,-3,-9,i,-1,i,i,i,i,i,2
Cc1nc2cc(N=NC3=C(O)CCCC3=O)ccc2s1,/,-1,-3,i,3,i,i,i,i,i,11
CCc1nnc(SCC(=O)Nc2ccc(F)cc2)o1,1,-3,-5,i,2,i,i,i,i,i,6
